CCR6 antag – CCR6 (human) receptor antagonism; P51684; CHO-K1 CCR6 PathHunter beta-arrestin, luminescence, CCL20-stimulated; inhibition, % at 20 µM; 0.49% of 340,000 active;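 active = compounds whose inhibition of the agonist-driven luminescence signal at 20 µM reaches about 50%, limit read from the data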;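 also: cells stimulated with CCL20 at 14 nM final; plate controls were DMSO with CCL20 for no effect and DMSO without agonist for full effect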
Target sequence (P51684 whole entry, looked up): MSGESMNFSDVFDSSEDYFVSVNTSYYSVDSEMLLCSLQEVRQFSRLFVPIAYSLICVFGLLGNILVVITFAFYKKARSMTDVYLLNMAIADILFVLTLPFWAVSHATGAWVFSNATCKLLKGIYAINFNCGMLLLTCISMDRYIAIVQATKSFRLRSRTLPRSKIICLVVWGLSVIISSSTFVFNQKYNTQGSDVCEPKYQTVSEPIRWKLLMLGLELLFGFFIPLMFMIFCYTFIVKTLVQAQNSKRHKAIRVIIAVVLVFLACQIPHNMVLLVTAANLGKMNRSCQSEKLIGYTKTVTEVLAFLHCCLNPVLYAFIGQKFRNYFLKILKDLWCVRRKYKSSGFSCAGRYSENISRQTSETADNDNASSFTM
Jurkat NFkB inh – lowers PMA/ionomycin-induced NF-kB signal in Jurkat cells | PMA/ionomycin-induced NF-kB luciferase reporter, luminescence | inhibition, % at 4 µM | 0.53% of 330,000 active; in the data active = inhibition above about 50%
CXCR6 inh – CXCR6 (human) receptor inhibition | O00574 | CHO-K1 PathHunter CXCR6 beta-arrestin, luminescence | inhibition, % at 20 µM | 0.36% of 360,000 active | AID 602244; in the data active = inhibition above about 34%, passing the limit was not always enough;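 also: antagonist mode with CXCL16 agonist at 10 nM final; 0% = 10 nM CXCL16 with DMSO and 100% = unstimulated wells without agonist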
EBI2 antag – EBI2 (human) antagonism. P32249. EBI2 beta-arrestin recruitment, luminescence, 7a,25-OHC stimulated. inhibition, % at 5 µM. 0.81% of 360,000 active. AID 651636; in the data active = inhibition above about 38%;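 also: enzyme fragment complementation signal reports receptor beta-arrestin coupling in cells; 0% = agonist plus DMSO wells and 100% = wells without agonist; some results beyond the cut were filed as inactive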
Target sequence (P32249 whole entry, looked up, the tested form may be a part): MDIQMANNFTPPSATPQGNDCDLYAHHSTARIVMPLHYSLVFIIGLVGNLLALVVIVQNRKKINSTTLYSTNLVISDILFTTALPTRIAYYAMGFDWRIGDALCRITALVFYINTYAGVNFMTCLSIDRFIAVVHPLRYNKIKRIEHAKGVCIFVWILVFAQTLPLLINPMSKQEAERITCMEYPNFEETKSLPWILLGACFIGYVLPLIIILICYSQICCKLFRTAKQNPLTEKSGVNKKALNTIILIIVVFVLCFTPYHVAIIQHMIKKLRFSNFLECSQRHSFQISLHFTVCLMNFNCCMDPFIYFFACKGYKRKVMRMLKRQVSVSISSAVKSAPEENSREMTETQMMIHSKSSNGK
UPR CHOP act – activators of apoptotic arm of unfolded protein response (CHOP); 0.34% of 330,000 active; activation, % at 10 µM; CHO-CHOP luciferase reporter, UPR activation, luminescence; percent of tunicamycin response over DMSO baseline;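 active = at 10 µM dose, activation of 40% or more, normalized to positive control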;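 also: 100% = tunicamycin at 10 µg/mL and 0% = DMSO alone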
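assay system = CHO CHOP reporter cells | amount = 500 CHO-CHOP cells per well | buffer or medium = F12 with 10% FBS | incubation = 16-18 h cell attachment, then 6 h compound exposure, 37 °C | detection = luminescence read with Steady-Glo | read-out = percent activation relative to tunicamycin control | controls = tunicamycin high control, DMSO low control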
Gli-Sufu block – antagonists of Gli-Sufu signaling | inhibition, % at 5 µM | AID 588413 | 0.74% of 340,000 active | Sufu-KO-LIGHT fibroblasts, Gli luciferase reporter luminescence;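 active = inhibition above about 55%, limit read from the data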;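 also: 0% = DMSO-treated cells and 100% = wells with medium but no cells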
UPR XBP1 act – activators of adaptive arm of unfolded protein response (XBP1). activation, % at 20 µM. CHO-XBP1 luciferase reporter, IRE1-XBP1 UPR activation, luminescence; percent of tunicamycin response, DMSO as zero. 0.33% of 330,000 active. AID 463104;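 active = versus positive control, 20 µM dose yields 30% or more activation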;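 also: 100% = tunicamycin at 10 µg/mL and 0% = DMSO only wells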
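Test system: CHO-XBP1 luciferase reporter cells | Buffer or medium: Serum-containing F12 medium, 10% FBS | Schedule: 6 h compound exposure at 37 °C, 5% CO2 | Detection: Steady-Glo luciferase glow luminescence, 10 min after reagent addition | Read-out basis: Activation, % of tunicamycin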
Mdm2-MdmX inh – disrupts the human Mdm2-MdmX interaction; O15151+Q00987; SaOS-2 split-luciferase Mdm2/MdmX complementation, luminescence; inhibition, % at 8 µM; 3% of 330,000 active; AID 485346;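 active = inhibition of at least 50% at 8 µM in the primary screen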
697 NFkB inh – inhibitors of the PMA/ionomycin-induced NF-kB reporter in 697 B cells; 697 B-cell NF-kB luciferase reporter, 16 h; inhibition, % at 4 µM; 0.33% of 330,000 active; AID 435022; in the data active = inhibition above about 35%
An asterisk follows results filed as active; · = not tested or not shown.

Screens by letter: A = CCR6 antag; B = Jurkat NFkB inh; C = CXCR6 inh; D = EBI2 antag; E = UPR CHOP act; F = Gli-Sufu block; G = UPR XBP1 act; H = Mdm2-MdmX inh; I = 697 NFkB inh
> COc1ccc(-c2cc(C(=O)NC3CCCC3)c3ccccc3n2)cc1OC
  A = 5; B = 11; C = 10; D = 4; E = -0.5; F = 5; G = -2; H = 23; I = 28

> Cc1cc(C)cc(NC(=O)CN2CCc3cc4c(cc3C2C)OCCCO4)c1 (stereo unspecified)
  A = 24; B = 1; C = -3; D = 4; E = 2.0; F = 8; G = -1; H = 17; I = -27

> COC(=O)c1cn(NC(=O)/C=C/c2ccc(OC)c(OC)c2)c(=O)c2ccccc12
  A = 0; B = 9; C = 7; D = 12; E = 0.0; F = 11; G = -2; H = -9; I = 6

> COc1ccc2oc(C)c(C(=O)Cn3ccnc3)c2c1
  A = -7; B = -8; C = -10; D = -2; E = 1.6; F = -2; G = 3; H = 12; I = -8

> Cc1ccc(NC(=O)c2cnccn2)c(Br)c1
  A = 8; B = -27; C = 3; D = -4; E = 1.7; F = -6; G = 4; H = -11; I = -49

> CC(C)c1ccc(N(C(=O)c2csnn2)C(C(=O)NC(C)(C)C)c2ccncc2)cc1 (stereo unspecified)
  A = -4; B = -50; C = -3; D = 5; E = 2.9; F = -19; G = 3; H = -42; I = -41

> COCc1n[nH]c(=S)n1-c1cccc2ccccc12
  A = 0; B = 12; C = -2; D = 5; E = -2.2; F = 1; G = -4; H = 25; I = 12

> CC(=O)CCc1oc2ccc(C)cc2c1-c1ccccc1
  A = 20; B = -6; C = 15; D = 5; E = 0.8; F = -4; G = 0; H = -23; I = -10

> COc1cccc(S(=O)(=O)N2CCN(C(=O)c3ccco3)CC2)c1
  A = 0; B = 4; C = -3; D = -3; E = 0.6; F = 7; G = -3; H = 6; I = 0

> COCCNC(=O)CCc1ccc(S(=O)(=O)Nc2ccc(C)cc2)cc1
  A = 8; B = -5; C = 2; D = -6; E = 0.4; F = -1; G = -1; H = 9; I = 11

> Cc1cc(NC(NC(=O)c2ccco2)(C(F)(F)F)C(F)(F)F)no1
  A = -1; B = 4; C = -2; D = -4; E = -2.8; F = -7; G = -4; H = -16; I = 2

> O=c1o[nH]c(-c2ccccc2)c1-c1ccccc1
  A = -5; B = 2; C = 2; D = -7; E = -0.5; F = 5; G = -3; H = 14; I = 1

> O=C(O)CSc1nnc(-c2ccc(Cl)cc2Cl)n1-c1ccccc1
  A = -2; B = -13; C = 2; D = -3; E = 1.9; F = -21; G = -3; H = -6; I = 3

> COC(=O)c1ccc(CSc2nnc(CNC(=O)c3ccc(OC)cc3)o2)o1
  A = -5; B = 4; C = 5; D = -3; E = 0.7; F = 0; G = -2; H = 6; I = 18

> Cc1nc2c(oc3ccc(Cl)cc32)c(=O)[nH]1
  A = 12; B = -8; C = -2; D = 3; E = 0.5; F = -1; G = -1; H = -10; I = 2

> COC(=O)c1[nH]c2ccc(C)cc2c1NC(=O)CN1CCN(Cc2ccccc2)CC1
  A = 10; B = 8; C = -1; D = -5; E = -2.3; F = 10; G = 0; H = 5; I = -28

> NCCCC[C@H]1CN=C(N)N1CC1CCCCC1
  A = 13; B = 9; C = -1; D = -1; E = 2.9; F = -2; G = 1; H = 1; I = 19

> Cc1nc2cc(C(=O)OCC(=O)N(CC(C)C)C3CCS(=O)(=O)C3)ccc2n1-c1ccccc1 (stereo unspecified)
  A = 4; B = -11; C = -2; D = 5; E = 0.2; F = -1; G = 2; H = 4; I = 4

> COc1ccc(COC(=O)C2CCN(C(=O)c3ccc(Cl)cc3)CC2)cc1F
  A = 27; B = -7; C = 4; D = 49*; E = -0.3; F = 20; G = -3; H = 12; I = 24

> CC(C)CCOC(=O)C1[C@H]2C(=O)N(Cc3cccs3)C[C@]23C=C[C@H]1O3 (stereo partly specified)
  A = -11; B = -10; C = -3; D = 0; E = -1.5; F = -5; G = 1; H = 34; I = 6

> O=C(COC(=O)/C=C/c1cccc(F)c1)Nc1ncccn1
  A = 7; B = 7; C = 2; D = 8; E = -0.8; F = 2; G = -3; H = 5; I = 17

> C=CCn1c(C)nnc1SCC(=O)Nc1cc(S(=O)(=O)N2CCCC2)ccc1Cl
  A = 1; B = 3; C = 1; D = -12; E = 0.8; F = 6; G = -2; H = 16; I = 19

> O=CN(Cc1nc2ccccc2[nH]1)c1ccc(C(=O)O)cc1
  A = 8; B = ·; C = 1; D = 0; E = ·; F = 5; G = ·; H = ·; I = ·

> COc1cc2c(cc1OC)C(c1ccc(SC)cc1)CC(=O)N2 (stereo unspecified)
  A = 13; B = -1; C = -4; D = -2; E = 1.7; F = 6; G = -3; H = 16; I = -2

> Cc1ccc(CNc2ccc(N3CCN(C)CC3=O)cc2)cc1
  A = 11; B = -8; C = -6; D = -5; E = 1.9; F = -16; G = 1; H = -23; I = -13

Grouped by structure, those above containing fluorine.
Screens by letter: A = CCR6 antag; B = Jurkat NFkB inh; C = CXCR6 inh; D = EBI2 antag; E = UPR CHOP act; F = Gli-Sufu block; G = UPR XBP1 act; H = Mdm2-MdmX inh; I = 697 NFkB inh
> Cc1cc(NC(NC(=O)c2ccco2)(C(F)(F)F)C(F)(F)F)no1
  A = -1; B = 4; C = -2; D = -4; E = -2.8; F = -7; G = -4; H = -16; I = 2

> COc1ccc(COC(=O)C2CCN(C(=O)c3ccc(Cl)cc3)CC2)cc1F
  A = 27; B = -7; C = 4; D = 49*; E = -0.3; F = 20; G = -3; H = 12; I = 24

> O=C(COC(=O)/C=C/c1cccc(F)c1)Nc1ncccn1
  A = 7; B = 7; C = 2; D = 8; E = -0.8; F = 2; G = -3; H = 5; I = 17

Further entries:
Screens by letter: A = CCR6 antag; B = Jurkat NFkB inh; C = CXCR6 inh; D = EBI2 antag; E = UPR CHOP act; F = Gli-Sufu block; G = UPR XBP1 act; H = Mdm2-MdmX inh; I = 697 NFkB inh
> O=C(CSCc1ccc(Cl)cc1)Nc1ccc2c(c1)OCCO2
  A = -2; B = -25; C = -5; D = -1; E = 0.6; F = 0; G = 0; H = 5; I = -18

> CC1CCC(=NNc2ccc(C(F)(F)F)cc2[N+](=O)[O-])CC1 (stereo unspecified)
  A = -1; B = -20; C = -4; D = -12; E = 1.0; F = -7; G = -1; H = -7; I = -22

> COc1ccccc1/C=C1/C(=O)ON=C1C
  A = 8; B = 6; C = 2; D = -10; E = 0.0; F = 6; G = 0; H = 10; I = 7

> CCC(=NOCc1ccccc1)C(=O)NNS(=O)(=O)c1ccc(C)cc1
  A = -2; B = ·; C = -6; D = -6; E = ·; F = 6; G = ·; H = ·; I = ·

> COc1ccc(C2=NN(CN3C(=O)C(=O)c4ccccc43)C(c3ccc(C)cc3)C2)cc1 (stereo unspecified)
  A = 7; B = -55; C = 6; D = 33; E = 7.1; F = -53; G = 1; H = -19; I = -73

> COc1ccc(/C(O)=C2/C(=O)C(=O)N(c3ncccn3)C2c2ccc(OC)cc2)cc1 (stereo unspecified)
  A = 7; B = -6; C = 1; D = 0; E = -1.6; F = 13; G = -4; H = -15; I = 6

> CCOCc1nnc(NC(=O)C2c3ccccc3Oc3ccccc32)s1
  A = 1; B = -2; C = 2; D = -13; E = -1.6; F = -1; G = 0; H = 37; I = 12

> O=C(NC1CC(=O)N(c2cccc(F)c2)C1)N1CCN(C(=O)c2ccco2)CC1 (stereo unspecified)
  A = 3; B = 5; C = -1; D = 10; E = 0.7; F = -11; G = -2; H = 1; I = 18

> COC(=O)c1ccc(CNC(=O)CSc2nc3sc(C)c(C)c3c(=O)n2C)o1
  A = 12; B = 7; C = 4; D = -3; E = -0.1; F = -5; G = -3; H = 6; I = 13

> O=C(NNC(=O)c1ccc2ccccc2c1O)c1cccs1
  A = 5; B = 11; C = -3; D = 5; E = 0.6; F = 16; G = -2; H = -2; I = 1

> CC(C)C(=O)N1CCN(c2ccc([N+](=O)[O-])c(NC(C)c3ccccc3)c2)CC1 (stereo unspecified)
  A = 34; B = 3; C = 33; D = 27; E = -0.2; F = 12; G = 2; H = -13; I = -54

> C#CCOCCOCCOCCNc1nc(N2CCN(C(=O)[C@H](CCCCN)n3cc(C(N)CO)nn3)CC2)nc(N2CCN(C(=O)[C@H](CCC(=O)O)n3cc(C(N)Cc4ccc(O)cc4)nn3)CC2)n1 (stereo partly specified)
  A = ·; B = 5; C = ·; D = ·; E = 0.2; F = ·; G = -2; H = 6; I = 18

> COc1ccc(S(=O)(=O)Nc2ccc(O)c(Sc3nc4ccccc4s3)c2)cc1
  A = 2; B = -4; C = -6; D = 0; E = 0.6; F = 11; G = -3; H = 11; I = -24

> CC1=C(OC(=O)C(C)(C)C)C(C)(C)C(c2ccccc2)OC1=O (stereo unspecified)
  A = 11; B = -2; C = 6; D = 7; E = -0.7; F = -11; G = 0; H = 16; I = -1

> O=C(CCCc1nc(-c2ccc(Cl)cc2)no1)Nc1cccnc1
  A = 19; B = 18; C = -2; D = -4; E = -1.6; F = 5; G = 1; H = -4; I = -12

> O=C(Nc1ccc(F)cc1Cl)C1=COCCO1
  A = -4; B = -10; C = -2; D = -7; E = 3.9; F = -9; G = -1; H = 4; I = -3

> COC(=O)c1ccccc1NC(=O)CSc1nncn1-c1cccnc1
  A = -1; B = -3; C = -6; D = -4; E = 0.2; F = 4; G = 2; H = 2; I = 13

> CCCN(CC(=O)Nc1ccccc1C)C(=O)c1ccc(=O)n(Cc2ccccc2)n1
  A = 34; B = 7; C = 26; D = 7; E = -1.4; F = -2; G = -3; H = 10; I = -3

> COc1cccc(C(CCc2cc(OC)c(OC)c(OC)c2)NC(C)=O)c1 (stereo unspecified)
  A = 4; B = ·; C = -2; D = 3; E = ·; F = 0; G = ·; H = ·; I = ·

> COc1ccccc1OCCCCN1CCN(C(c2ccccc2)c2ccccc2)CC1
  A = 21; B = 6; C = 18; D = 21; E = -0.7; F = 9; G = 0; H = 40; I = 17

> CC(=O)C1=C(C)NC(SCC(=O)c2ccc(C)cc2)=C(C#N)C1c1ccco1 (stereo unspecified)
  A = ·; B = 1; C = ·; D = ·; E = 2.3; F = ·; G = 2; H = 13; I = -1

> CCCCOc1ccc(C(=O)NN2CCN(C)CC2)cc1
  A = 3; B = -7; C = -4; D = -16; E = 1.3; F = -1; G = -1; H = -21; I = 13

> Oc1ccc(C2=NNC(=NCc3ccc4c(c3)OCO4)SC2)c(O)c1
  A = 8; B = 52*; C = -4; D = -17; E = 4.0; F = -19; G = 6; H = 35; I = -51

Quoted from the entries so far (2 entries):
Screens by letter: A = CCR6 antag; B = Jurkat NFkB inh; C = CXCR6 inh; D = EBI2 antag; E = UPR CHOP act; F = Gli-Sufu block; G = UPR XBP1 act; H = Mdm2-MdmX inh; I = 697 NFkB inh
> O=C(Nc1ccc(F)cc1Cl)C1=COCCO1
  A = -4; B = -10; C = -2; D = -7; E = 3.9; F = -9; G = -1; H = 4; I = -3

> COC(=O)c1ccccc1NC(=O)CSc1nncn1-c1cccnc1
  A = -1; B = -3; C = -6; D = -4; E = 0.2; F = 4; G = 2; H = 2; I = 13

Screening results deposited in PubChem by Sanford-Burnham Center for Chemical Genomics.
